High-throughput results: PubChem, Sanford-Burnham Center for Chemical Genomics
MPTP block: permeability transition pore inhibition; inhibition, % at 10 µM; isolated mouse mitochondria, Ca2+ swelling absorbance, 30 min; 360,000 tested, 1.4% active;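 active means inhibition of 50% or more, scaled per plate between neutral and stimulator controls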;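 further: 0% = DMSO wells given calcium and 100% = 1 mM EGTA wells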
ATG4B inhibitor: ATG4B (human) cysteine protease inhibition; Q9Y4P1; ATG4B cleavage of LC3-PLA2, NBD-HPC fluorescence, 1 h; inhibition, % at 8.33 µM; 340,000 tested, 0.51% active; AID 504462; in the data active means inhibition above about 40%
SENP8 inh: SENP8 (human) protease inhibition. Q96LD8. recombinant SENP8, Nedd8 substrate fluorescence. inhibition, % at 20 µM. 360,000 tested, 0.64% active; in the data active means inhibition mostly above about 40%, no sharp cut-off; inactive means mostly below about 27%
Target sequence (Q96LD8 whole entry, looked up): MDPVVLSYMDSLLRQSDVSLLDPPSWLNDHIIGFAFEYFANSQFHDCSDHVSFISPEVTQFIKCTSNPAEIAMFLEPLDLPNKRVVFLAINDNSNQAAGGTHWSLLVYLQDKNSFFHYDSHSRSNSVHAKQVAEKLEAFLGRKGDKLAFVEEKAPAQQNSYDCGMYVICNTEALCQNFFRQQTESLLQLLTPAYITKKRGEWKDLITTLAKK
PfG6PD inh: PfG6PD (Plasmodium falciparum) enzyme inhibition. PfGluPho enzyme, NADPH resazurin-diaphorase fluorescence. inhibition, % at 20 µM. 350,000 tested, 0.78% active. AID 504690;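 active means inhibition reaching at least a set limit at 20 µM in the primary screen, cut at about 59% in these data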;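 further: 0% = DMSO wells with substrate and 100% = DMSO wells lacking glucose-6-phosphate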
HKDC1 inhibitor: inhibitors of human hexokinase HKDC1. inhibition, % at 20 µM. Q2TB90. recombinant HKDC1, G6PDH/diaphorase resazurin coupled fluorescence. 340,000 tested, 0.16% active;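 active means inhibition above about 35% when tested at 20 µM, limit read from the data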;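 further: plate controls were DMSO wells with enzyme for no effect and DMSO wells lacking enzyme for full effect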
Target sequence (Q2TB90 whole entry, looked up): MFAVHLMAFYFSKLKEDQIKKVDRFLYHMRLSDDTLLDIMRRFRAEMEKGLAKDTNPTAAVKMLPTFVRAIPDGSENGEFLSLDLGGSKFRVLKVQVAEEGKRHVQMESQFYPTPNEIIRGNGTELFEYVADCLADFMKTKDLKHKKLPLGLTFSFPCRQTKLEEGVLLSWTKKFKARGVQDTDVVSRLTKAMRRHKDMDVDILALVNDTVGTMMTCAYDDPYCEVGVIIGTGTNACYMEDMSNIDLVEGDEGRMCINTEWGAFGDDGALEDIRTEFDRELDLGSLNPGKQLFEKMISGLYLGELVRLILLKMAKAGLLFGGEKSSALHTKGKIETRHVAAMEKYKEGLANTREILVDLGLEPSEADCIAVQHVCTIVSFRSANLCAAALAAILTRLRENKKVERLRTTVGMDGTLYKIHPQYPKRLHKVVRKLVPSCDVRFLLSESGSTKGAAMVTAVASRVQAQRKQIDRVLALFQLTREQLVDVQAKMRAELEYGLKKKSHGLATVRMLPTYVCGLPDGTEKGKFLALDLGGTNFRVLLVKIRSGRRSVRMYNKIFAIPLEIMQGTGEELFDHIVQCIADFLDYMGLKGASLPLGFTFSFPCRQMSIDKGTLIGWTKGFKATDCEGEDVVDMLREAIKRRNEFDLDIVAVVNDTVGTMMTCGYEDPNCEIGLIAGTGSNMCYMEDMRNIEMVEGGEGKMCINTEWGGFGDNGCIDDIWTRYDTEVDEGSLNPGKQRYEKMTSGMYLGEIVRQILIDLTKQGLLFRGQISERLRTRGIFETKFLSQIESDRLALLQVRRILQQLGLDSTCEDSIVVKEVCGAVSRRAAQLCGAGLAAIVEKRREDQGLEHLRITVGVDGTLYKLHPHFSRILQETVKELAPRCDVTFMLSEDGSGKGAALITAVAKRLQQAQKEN
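Assay system: in-house recombinant HK5 (HKDC1) enzyme. Input: HKDC1 at 5 µg/mL. Medium: Tris pH 8.0 buffer with MgCl2, Tween-20, BSA, BME. Dosing: single 20 µM dose. Schedule: 90 min reaction incubation at room temperature, dark. Signal: resazurin-to-resorufin fluorescence via G6PDH and diaphorase coupling, 525/613 nm. Controls: DMSO-enzyme wells negative, buffer-substituted wells positive.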
SENP7 block: SENP7 protease inhibition; Q9BQF6; recombinant SENP7, Z-RLRGG-aminoluciferin luminescence, 40 min; inhibition, % at 5 µM; 330,000 tested, 1.5% active; AID 434973;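 active means inhibition above about 50% at the single test dose, limit read from the data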;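 further: plate controls were DMSO with enzyme for no effect and no enzyme buffer wells for full effect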
GRIN3A LBD mod: NR3A (human) ligand-binding domain modulation; NR3A LBD differential scanning fluorimetry, Tm shift; 0% = protein alone, 100% = glycine-bound protein; Tm shift relative to glycine control, % at 25 µM; 340,000 tested, 2.5% active; AID 1259313;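 active means melting temperature shift of at least 10% of the positive control shift, at one fixed dose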
SENP6 block: inhibitors of human SENP6 protease; inhibition, % at 10 µM; 330,000 tested, 1.8% active; AID 2599; Recombinant SENP6 catalytic domain, aminoluciferin luminescence;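 active means inhibition above about 50% at the single tested dose, limit read from the data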;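 further: plate controls were DMSO wells with enzyme for no effect and DMSO wells lacking enzyme for full effect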
Active calls of the source: *; / = not tested or not shown.

The line under a structure holds: MPTP block | ATG4B inhibitor | SENP8 inh | PfG6PD inh | HKDC1 inhibitor | SENP7 block | GRIN3A LBD mod | SENP6 block
> COc1ccc(C2SCC(=O)Nc3c2c(C)nn3C2CCOC(C)(C)C2)cc1OC (stereo not drawn)
    -3.9 | -3 | 7 | 4 | -10 | -6 | -1 | -11
> ClC(Cl)(Cl)c1ccccc1
    0.1 | 0 | -2 | -8 | 2 | -3 | 0 | -17
> O=[N+]([O-])c1ccc(N2CCCCCC2)c2nonc12
    1.0 | -3 | 20 | -8 | 8 | 8 | -1 | 6
> C[C@H]1[C@@H](c2ccccc2)O[C@@H](c2ccccc2Br)N1C
    -0.2 | -6 | 16 | 2 | -1 | 3 | 1 | 0
> COc1ccc(NC2=NCCCS2)cc1OC
    0.2 | -3 | 7 | -1 | 1 | -11 | 2 | -5
> CCN(CC)C(=O)c1ccc(NC(=O)c2ccc(-n3cncn3)c([N+](=O)[O-])c2)cc1
    -1.1 | 4 | 9 | -3 | -6 | -6 | 1 | -12
> CCCCn1c(O)c(C=NC2CC3CCC2(C)C3(C)C)c(=O)[nH]c1=O (stereo not drawn)
    1.7 | -4 | 19 | 5 | 6 | 12 | 0 | -2
> COc1ccc(-n2c(-c3ccc(C)cc3)nc3ccccc3c2=O)cc1
    1.4 | 24 | 12 | 17 | -1 | 9 | -1 | -3
> CCCCn1c(O)c(C(C)=NC(C)c2ccccc2)c(=O)[nH]c1=O (stereo not drawn)
    -2.4 | 1 | 4 | 0 | -5 | 5 | 1 | -7
> CN1C(C(=O)N2CCC3(CC2)OCCO3)=CC(c2ccc(F)cc2)=NS1(=O)=O
    -0.7 | -5 | -64 | 12 | -5 | 11 | -1 | 12
> CC(C)c1oc(=O)cc2c1[C@@H](O)[C@H]1OC(=O)[C@@]3(C)C[C@@H](O)[C@@H](O)[C@@]2(C)C13 (stereo partly drawn)
    -0.6 | -8 | 22 | -4 | -1 | 0 | 0 | 5
> O=C(c1cccc2ccccc12)C1CCCN(C2CCC2)C1 (stereo not drawn)
    -0.1 | 9 | 19 | 8 | -9 | 1 | -2 | 9
> CC(=O)Nc1ccccc1OP1(=O)COc2ccccc2OC1
    1.3 | -7 | 10 | -5 | 5 | -6 | -2 | -8
> O=C1/C(=C/c2cc([N+](=O)[O-])ccc2Cl)N2CCC1CC2
    -2.1 | 2 | 10 | -13 | 2 | 5 | 1 | -6
> O=c1[nH]c(=S)n(CCC2=CCCCC2)c(O)c1/C=N/Nc1ccccc1
    41 | 1 | 38 | -22 | -1 | 0 | -1 | -2
> COc1ccc(C(CC(=O)N2CCC3(CC2)OCCO3)NS(=O)(=O)c2ccc(F)cc2)cc1 (stereo not drawn)
    -5.1 | -3 | 17 | 5 | -5 | 8 | 4 | -1
> CCN(CC)CCCOC(=O)C(OC(C)C)(c1ccccc1)c1ccccc1
    0.4 | -3 | 11 | 1 | -1 | -7 | -1 | -1
> CN(C)c1cc(N)c2c(n1)CCC2 (tested in a mixture with another compound)
    1.5 | 9 | -21 | 14 | 16 | 0 | -1 | 3
> CC(=O)[C@@]1(O)CCC2C3CC=C4C[C@@H](O)CC[C@]4(C)C3CC[C@@]21C (stereo partly drawn)
    -0.5 | -3 | 1 | -7 | -5 | -1 | -2 | -18
> COc1ccccc1N1CCN(C2CCCN(C(=O)COc3ccccc3Cl)C2)CC1 (stereo not drawn)
    0.9 | -3 | 8 | -4 | -2 | 1 | -2 | -17

Ordered by SMILES length (highest first): some entries from above.
The line under a structure holds: MPTP block | ATG4B inhibitor | SENP8 inh | PfG6PD inh | HKDC1 inhibitor | SENP7 block | GRIN3A LBD mod | SENP6 block
> CC(C)c1oc(=O)cc2c1[C@@H](O)[C@H]1OC(=O)[C@@]3(C)C[C@@H](O)[C@@H](O)[C@@]2(C)C13 (stereo partly drawn)
    -0.6 | -8 | 22 | -4 | -1 | 0 | 0 | 5
> CC(=O)[C@@]1(O)CCC2C3CC=C4C[C@@H](O)CC[C@]4(C)C3CC[C@@]21C (stereo partly drawn)
    -0.5 | -3 | 1 | -7 | -5 | -1 | -2 | -18
> CN1C(C(=O)N2CCC3(CC2)OCCO3)=CC(c2ccc(F)cc2)=NS1(=O)=O
    -0.7 | -5 | -64 | 12 | -5 | 11 | -1 | 12
> COc1ccc(C2SCC(=O)Nc3c2c(C)nn3C2CCOC(C)(C)C2)cc1OC (stereo not drawn)
    -3.9 | -3 | 7 | 4 | -10 | -6 | -1 | -11
> O=c1[nH]c(=S)n(CCC2=CCCCC2)c(O)c1/C=N/Nc1ccccc1
    41 | 1 | 38 | -22 | -1 | 0 | -1 | -2
> C[C@H]1[C@@H](c2ccccc2)O[C@@H](c2ccccc2Br)N1C
    -0.2 | -6 | 16 | 2 | -1 | 3 | 1 | 0
> CCCCn1c(O)c(C(C)=NC(C)c2ccccc2)c(=O)[nH]c1=O (stereo not drawn)
    -2.4 | 1 | 4 | 0 | -5 | 5 | 1 | -7
> COc1ccc(-n2c(-c3ccc(C)cc3)nc3ccccc3c2=O)cc1
    1.4 | 24 | 12 | 17 | -1 | 9 | -1 | -3
> O=[N+]([O-])c1ccc(N2CCCCCC2)c2nonc12
    1.0 | -3 | 20 | -8 | 8 | 8 | -1 | 6
> O=C(c1cccc2ccccc12)C1CCCN(C2CCC2)C1 (stereo not drawn)
    -0.1 | 9 | 19 | 8 | -9 | 1 | -2 | 9
> COc1ccc(NC2=NCCCS2)cc1OC
    0.2 | -3 | 7 | -1 | 1 | -11 | 2 | -5
> CN(C)c1cc(N)c2c(n1)CCC2 (tested in a mixture with another compound)
    1.5 | 9 | -21 | 14 | 16 | 0 | -1 | 3
> ClC(Cl)(Cl)c1ccccc1
    0.1 | 0 | -2 | -8 | 2 | -3 | 0 | -17

One compound at a time, from the list above:
COc1ccc(-n2c(-c3ccc(C)cc3)nc3ccccc3c2=O)cc1 reads MPTP block = 1.4; ATG4B inhibitor = 24; SENP8 inh = 12; PfG6PD inh = 17; HKDC1 inhibitor = -1; SENP7 block = 9; GRIN3A LBD mod = -1; SENP6 block = -3
COc1ccc(C(CC(=O)N2CCC3(CC2)OCCO3)NS(=O)(=O)c2ccc(F)cc2)cc1 (stereo not drawn) reads MPTP block = -5.1; ATG4B inhibitor = -3; SENP8 inh = 17; PfG6PD inh = 5; HKDC1 inhibitor = -5; SENP7 block = 8; GRIN3A LBD mod = 4; SENP6 block = -1

Additional structures.
The line under a structure holds: MPTP block | ATG4B inhibitor | SENP8 inh | PfG6PD inh | HKDC1 inhibitor | SENP7 block | GRIN3A LBD mod | SENP6 block
> CN1CCC(N2CC3CC(C2)c2cccc(=O)n2C3)CC1 (stereo not drawn)
    -1.2 | 3 | 2 | 15 | -3 | 7 | 2 | 1
> CC(=O)O[C@@]12CO[C@@H]1C[C@H](O)[C@@]1(C)C(=O)[C@H](O)C3=C(C)[C@@H](OC(=O)[C@H](O)[C@@H](NC(=O)c4ccccc4)c4ccccc4)C[C@@](O)([C@@H](OC(=O)c4ccccc4)C12)C3(C)C (stereo partly drawn)
    -0.6 | -13 | -7 | 12 | 3 | -10 | -2 | -19
> C[C@]12C=CC(=O)C=C1CC[C@@H]1C2CC[C@]2(C)OC(=O)CCC12 (stereo partly drawn)
    -0.3 | 18 | 9 | -10 | 1 | -10 | -2 | 3
> CC(C)(C)C(=O)OCC12CCC(O1)C1(C)C(=O)OCC21 (stereo not drawn)
    1.0 | 3 | 8 | 25 | -11 | -1 | -1 | -12
> CSc1ccc(CN2CCN(C(=O)COc3cccc(C)c3)CC2)cc1
    -0.7 | 1 | 20 | -11 | 0 | -18 | -1 | 9
> Cc1ccc(O)c(C)c1
    -1.0 | 3 | 10 | -1 | -6 | 4 | 0 | 21
> CCCCCCC(=O)N/N=C/c1c(O)n(CCCC)c(=S)[nH]c1=O
    16 | -8 | 6 | -66 | -3 | 5 | 0 | -5
> CCS(=O)(=O)CCSP(=O)(OC)OC
    -0.8 | -5 | 5 | -18 | -3 | / | -2 | /
> Clc1ccc(C(c2ccccc2)c2ncc[nH]2)cc1 (stereo not drawn)
    1.6 | 1 | 12 | 5 | -7 | 5 | -3 | -5
> CCn1c(=N)n(Cc2ccccc2F)c2ccccc21
    0.9 | 0 | 11 | -13 | -6 | -2 | -3 | 10
> CCOc1ccccc1CNCCc1ccc2c(c1)OCO2
    0.8 | -3 | 8 | -7 | -2 | -10 | -1 | 12
> CC1CN=C(NCc2ccncc2)S1 (stereo not drawn)
    -0.8 | -1 | 9 | -2 | -7 | 3 | -1 | 21
> CCCCC1(CCC)C(=O)NC(=S)NC1=O
    0.0 | 4 | 1 | -14 | -2 | / | -3 | /
> CCC1CN1P(=S)(N1CC1CC)N1CC1CC (stereo not drawn)
    0.8 | 5 | 22 | -3 | -5 | / | 1 | /
> CC(=O)N1CC(=O)Nc2ccc(Br)cc2C1c1ccc(F)cc1 (stereo not drawn)
    0.6 | 0 | 12 | -9 | -5 | 0 | 0 | -20
> Cc1ccc(-c2nc3ccccc3c(=O)n2-c2cccc(C)n2)cc1
    -1.3 | -2 | -6 | 7 | 0 | 1 | 0 | 5
> Clc1ccc2[nH]c3c(c2c1)CCNC3
    8.4 | 6 | 16 | -4 | -5 | -4 | 2 | 7
> CCC(=O)N1CC(=O)Nc2ccc(F)cc2C1c1ccccc1 (stereo not drawn)
    -0.2 | -3 | 3 | -6 | -7 | -12 | -1 | -12
> C=CCn1c(O)c(C(CC)=NC2CC2)c(=O)[nH]c1=O
    0.4 | -1 | 6 | -7 | -8 | 5 | 0 | -9
> C(=NC12CN3CN(CN(C3)C1)C2)c1cccnc1
    -2.0 | -6 | 23 | -18 | 0 | 0 | 1 | -4

Next section.
The line under a structure holds: MPTP block | ATG4B inhibitor | SENP8 inh | PfG6PD inh | HKDC1 inhibitor | SENP7 block | GRIN3A LBD mod | SENP6 block
> COc1ccc(OC)c(-n2c(O)c(C=Nc3c(C)n(C)n(-c4ccccc4)c3=O)c(=O)[nH]c2=S)c1
    1.3 | -6 | -40 | 1 | 4 | 12 | 2 | -21
> CC(C)c1ccccc1NC1=NCCCS1
    1.6 | -13 | 2 | -3 | -2 | 4 | 4 | 3
> O=C(O)CCCc1ccc(N(CCCl)CCCl)cc1
    -1.9 | -5 | 20 | -9 | -4 | 0 | 4 | -10
> Cn1cc(C(=O)OCC(=O)NC2CCCCC2)c2ccccc21
    0.3 | -5 | 17 | -2 | -5 | -1 | 2 | 2
> O=c1cccc2n1C[C@@H]1C[C@@H]2CN(CC(O)c2ccc([N+](=O)[O-])cc2)C1 (stereo partly drawn)
    0.1 | -3 | 6 | -4 | -5 | -1 | 2 | 3
> NC(=S)/N=C/c1c(O)[nH]c(=O)[nH]c1=O
    -1.2 | 7 | 4 | -6 | -7 | -3 | -1 | -14
> CC(N)Cc1c[nH]c2cc3c(cc12)OCCO3 (stereo not drawn)
    0.3 | 1 | -34 | 5 | -4 | 2 | -2 | 1
> CC(=O)c1c(C)n(CCCOC(C)C)c2ccc(O)cc12
    -0.2 | -7 | 5 | -10 | -4 | 5 | -3 | -5
> COc1ccccc1CCNC1CCCC(C)C1 (stereo not drawn)
    1.9 | -5 | 22 | -9 | -8 | -4 | -1 | 17
> O=C(CCN1CCCCC1)Nc1ccc(Br)cc1C(=O)c1ccccc1
    -0.5 | 10 | 36 | -4 | 7 | 1 | -1 | 21
> COc1ccc(-n2c(-c3ccco3)nc3ccccc3c2=O)cc1
    -1.8 | 21 | 6 | -11 | 4 | -4 | 0 | -9
> CCCCc1nc2ccccc2c(=O)n1-c1ccc(Cl)cc1[N+](=O)[O-]
    -1.1 | 17 | 11 | 5 | -14 | -9 | -1 | -16
> O=C(Cc1ccccc1)Oc1cccc(-n2cnnn2)c1
    1.9 | -11 | 10 | -3 | -3 | -4 | -1 | 20
> Cc1cc(-c2ccc(N)c(C)c2)ccc1N
    0.7 | -8 | -45 | 13 | 3 | / | 2 | /
> C[C@]12CCC3C(CC[C@H]4C[C@H](O)CC[C@]34C)C1C[C@@H](O)[C@H]2O (stereo partly drawn)
    -0.3 | -3 | 8 | 2 | -4 | / | -4 | /
> O=C(c1cc(=O)[nH]c2ccc(Br)cc12)N1CCC2(CC1)OCCO2
    -1.6 | -6 | -12 | -9 | -3 | -2 | 4 | -19

Not all compounds are listed; count on the stated rates, not on these rows.
